TDP43 rescue – qHTS of TDP-43 Inhibitors. AID 652104, 2013. Potency, µM (doses to about 46.1 µM), inactives show top-dose growth rescue (activation), usual class: activators. 410,000 tested, 1.8% active. TDP-43 expressing yeast growth rescue, BacTiter-Glo, 24 h; note: potency is the fitted concentration of half-maximal effect; % of control where 0% means no effect; nearly all actives have a fitted effect of over 50% in size
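Growth rescue of TDP-43-toxic yeast measured as ATP luminescence (BacTiter-Glo). Cells grown to mid-log in raffinose, induced in galactose at OD600=0.02, exposed to compound 24 hr at 30 deg C.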
aSyn yeast inh – qHTS of alpha-syn Inhibitors; Yeast expressing alpha-synuclein, growth rescue, BacTiter-Glo, 24 h; Potency, µM (doses to about 46.1 µM), for inactives: top-dose growth rescue (activation), usual class: activators; 370,000 tested, 0.14% active; AID 652106, 2013; note: potency is the fitted concentration of half-maximal effect; % of control where 0% means no effect; nearly all actives have a fitted effect of over 65% in size
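Screening used galactose-induced yeast with toxic alpha-synuclein levels, exposed to compound for 24 hr at 30 deg C. Cell growth, read with BacTiter-Glo luminescence, gave the measured signal.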
FUS suppressor – qHTS for Suppressors of FUS Proteinopathy: Primary screen using FUS-linked yeast assay. S. cerevisiae FUS-expressing, growth rescue, OD600, 24 h. Potency, µM (titrated, usually from 76.6 µM), for inactives: at the top dose growth rescue (activation), hits mostly activators. 390,000 tested, 0.24% active;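 note: potency is the fitted concentration of half-maximal effect; plate controls were DMSO vehicle for no effect and reference control for full effect; nearly all actives have a fitted effect of over 55% in size; some results filed as inactive show a strong effect at the top dose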
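Quantitative HTS measuring growth restoration of FUS-toxic yeast. Galactose-induced cells (OD 0.005) were exposed 24hr at 30C to compounds at several concentrations, then absorbance at 600 nm was recorded.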
DRD3 antagonist – qHTS of D3 Dopamine Receptor Antagonist: qHTS. D3R cells, DiscoveRx beta-arrestin luminescence, antagonist mode; active compounds read low. max response, negative = inhibition, %. D(3) dopamine receptor (Homo sapiens), P35462. 360,000 tested, 2.5% active; in the data active = max response below about -50%; inconclusive = no clear call, values can overlap the other calls; note: % is set by controls: 0 for no effect and ±100 for the full control effect; mostly tested at two doses, the higher about 12 µM
Target sequence (P35462 whole entry, looked up): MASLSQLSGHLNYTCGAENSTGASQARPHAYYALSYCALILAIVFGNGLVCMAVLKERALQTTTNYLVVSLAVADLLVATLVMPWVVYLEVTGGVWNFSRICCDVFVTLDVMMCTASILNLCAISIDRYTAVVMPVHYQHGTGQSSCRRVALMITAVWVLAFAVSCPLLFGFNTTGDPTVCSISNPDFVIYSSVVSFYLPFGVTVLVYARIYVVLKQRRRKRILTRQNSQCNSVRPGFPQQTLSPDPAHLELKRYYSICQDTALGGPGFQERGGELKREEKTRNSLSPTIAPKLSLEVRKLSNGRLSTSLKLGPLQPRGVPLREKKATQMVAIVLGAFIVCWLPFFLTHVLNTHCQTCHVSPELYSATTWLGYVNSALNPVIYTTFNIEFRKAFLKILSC
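Cells plated overnight at 1500 cells/well, then exposed to library compounds with dopamine controls for 90 minutes at 37 degrees C. DiscoveRx reagent added for 30–60 minutes at room temperature; luminescence read, quantitative HTS format.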
EPAC2 antag – qHTS for Antagonist of cAMP-regulated guanine nucleotide exchange factor 2 (EPAC2): primary screen; Rap guanine nucleotide exchange factor 4 (Homo sapiens), Q8WZA2; EPAC2 GEF exchange of Rap1B-BODIPY-GDP, fluorescence; Potency, µM (highest dose often 114 µM), inactives show at the highest dose activity, negative = inhibition, usual class: inhibitors; 360,000 tested, 0.18% active; AID 720708, 2013; note: potency is the fitted concentration of half-maximal effect; % is set by controls: 0 for no effect and ±100 for the full control effect; nearly all actives have a fitted effect of over 45% in size; many of its hits are not listed in these tables
EPAC2 ag – qHTS for Agonist of cAMP-regulated guanine nucleotide exchange factor 4 (EPAC2): primary screen; EPAC2 activation, biochemical qHTS; response scale: 100% = 6.5 mM cAMP response; 360,000 tested, 0.079% active; Rap guanine nucleotide exchange factor 4 (Homo sapiens), Q8WZA2; Potency, µM (titrated, usually from 154 µM), for inactives: at the highest dose activation, usual class: activators; note: potency is the fitted concentration of half-maximal effect; nearly all actives have a fitted effect of over 50% in size
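Each well held 100 nM EPAC2, 250 nM RAP1B-BODIPY-GDP and 50 uM GDP. Fluorescence, read at 5-min intervals to 30 min, was referenced to a 6.5 mM cAMP positive control.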
DRD3 agonist – qHTS of D3 Dopamine Receptor Agonist: qHTS; 410,000 tested, 0.58% active; max activation, %; D3R DiscoveRx beta-arrestin cells, luminescence, 90 min; in the data active = max activation above about 30%; note: 0% is about no effect; mostly tested at two doses, the higher about 12 µM
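Cells at 1500/well, incubated overnight, then treated with pinned compounds (dopamine as control) for 90 min at 37 degrees C. DiscoveRx reagent added for 30 - 60 minutes at room temperature; luminescence read.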
Abeta yeast res – qHTS for compounds that reverse cellular toxicity of Amyloid beta (A-beta) peptide in yeast: Primary Screen; yeast expressing A-beta42, growth rescue, OD600, 48 h; response scale: 0% DMSO, 100% iron-clioquinol control; AID 1347071, 2019; 410,000 tested, 0.063% active; Potency, µM (series often up to 46.1 µM), without a hit: at the highest dose growth rescue, actives largely listed as activators; note: potency is the fitted concentration of half-maximal effect; nearly all actives have a fitted effect of over 55% in size
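Yeast A-beta toxicity model in growth medium with pinned compounds, 48 h at 30 C; growth read as absorbance at 600 nm. Normalized to FeCl3/clioquinol equimolar mix (positive) and DMSO (negative).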
Starred values were filed as active, the others as inactive; ? = inconclusive; · = not tested or not shown; & = joins results of further samples; [ ] = dose if it differs, or a comment. Unless noted, calls come from the whole dose curve; as a rule, active = well fitted curve in the direction sought with a large enough effect; inconclusive = small, poorly fitted or top-dose-only effect, or another doubt; inactive = no such curve, though single readings can be large; an effect the other way counts as inactive or inconclusive. Some of the compounds tested, so the mix of outcomes need not match the whole.

SMILES	TDP43 rescue	aSyn yeast inh	FUS suppressor	DRD3 antagonist	EPAC2 antag	EPAC2 ag	DRD3 agonist	Abeta yeast res
COc1cc(CN2CC(=O)N(c3cccc(Cl)c3C)C2=S)cc(OC)c1OC	-19%	4%	?	9	-26%	5%	4	-23%
CN(CC(=O)Nc1ccc(Cl)cc1)C(=O)c1ccc(NS(=O)(=O)c2ccc3[nH]c(=O)[nH]c3c2)cc1	-20%	-8%	14%	-12	-20%	9%	-7	-12%
Cc1cc(C)nc(NC(=O)c2cccc(Br)c2)n1	1%	3%	24%	1	3%	3%	1	-1%
O=C(Nc1ccc2c(c1)oc1ccccc12)N1CCOCC1	-16%	0%	14%	24	3%	-4%	0	-12%
O=C(Nc1cc(Oc2ccc(Cl)cc2)cc([N+](=O)[O-])c1)c1ccco1	5%	-22%	·	-28	-3%	23%	1	-36%[inhibitor]
CCN(CC)C(=O)c1cc2c(=O)n3cccc(C)c3nc2s1	?	-11%	-11%	8	5%	2%	4	-23%
Cc1ccc(S(=O)(=O)Nc2cccc(N(C)S(C)(=O)=O)c2)cc1[N+](=O)[O-]	3%	-1%	29%	2	-2%	10%	3	-7%
CCC(Sc1nc2ccccc2c(=O)[nH]1)C(=O)O (stereo unspecified)	4%	·	-11%	7	3%	2%	1	26%
O=C(Cn1ncc2c3ccccc3n(Cc3ccccc3F)c2c1=O)NCC1CCCO1 (stereo unspecified)	8%	3%	?	11	2%	-5%	-2	20%
Cc1cc(C)c(C#N)c(SCCN2CCOCC2)n1	-1%	7%	3%	9	6%	0%	2	-6%
CCS(=O)(=O)c1ccc(O)c(NC(=O)COc2ccc(OC)cc2)c1	20%	5%	·	5	3%	-4%	-7	21%
COc1ccc2oc(-c3ccc(NC(=O)c4ccc(Cl)cc4Cl)cc3)nc2c1	15%	·	-19%	·	·	·	16	-11%
CCc1ccc(NC(=O)Cn2c(C(=O)OC)cc3oc(C)cc32)cc1	1%	·	17%	·	·	·	-1	-6%
Cn1c(CNc2nc3ccccc3n2CCN2CCCCC2)nc2ccccc21	-23%	-3%	21%	?	13%	5%	-11	0%
COCc1cccc(-c2csc(C(NC(C)=O)c3cccc(OC)c3)n2)c1 (stereo unspecified)	14%	8%	1%	19	?	5%	8	19%
O=C(COC(=O)c1ccc(O)cc1O)Nc1ccc(Cl)cn1	-16%	6%	37%	14	1%	-6%	-22	-17%
COc1ccc(S(=O)(=O)Nc2ccc(S(=O)(=O)N3CCCC3)cc2)cc1	-20%	1%	7%	0	-3%	14%	6	2%
S=C(Nc1ccc2nc(-c3ccccn3)c(-c3ccccn3)nc2c1)N1CCCCCC1	?	-1%	13%	16	-1%	10%	-8	?
OCc1ccc(-c2ccccc2)c(-c2ccccc2)c1	?	1%	20%	-10	?	18%	-7	25%
Cc1cc(Br)ccc1NC(=O)CNC(=O)c1ccc(-n2cncn2)c([N+](=O)[O-])c1	26%	-4%	-4%	-8	11%	-6%	-8	1%
O=C(Nc1cccc(-n2cnnn2)c1)c1ccc(Cl)cc1Cl	11%	-3%	-2%	-1	4%	1%	-3	7%
CCOc1ccc(S(=O)(=O)NCC(c2ccc3c(c2)OCO3)N2CCN(C)CC2)cc1 (stereo unspecified)	-25%	4%	1%	9	2%	2%	-7	-4%
Cc1cc(=O)n2nc(N(C)CC(=O)NCc3ccc(Cl)cc3)sc2n1	0%	·	-6%	·	·	·	-13	-22%
O=C(NS(=O)(=O)N1CCOCC1)C1=C(N2CCCC2)COC1=O	8%	1%	-25%	-29	3%	10%	-11	8%
CCc1oc(C(=O)OC)cc1CSC(=N)N	-24%	1%	-14%	10	0%	1%	-7	-2%
(continued)
SMILES	TDP43 rescue	aSyn yeast inh	FUS suppressor	DRD3 antagonist	EPAC2 antag	EPAC2 ag	DRD3 agonist	Abeta yeast res
COc1cccc(CNC(=O)C2CC(=O)N(C3CCCCCCC3)C2)c1 (stereo unspecified)	-11%	-7%	20%	-4	-6%	-3%	0	-11%
O=c1[nH]n2c(C(F)(F)F)cc(C3CC3)nc2c1N=Nc1ccccc1	-4%	10%	9%	-12	3%	6%	-2	-9%
CCC1CCCCN1C(=O)COC(=O)c1cc2ccccc2cc1O (stereo unspecified)	-12%	1%	5%	-2	4%	12%	-17	3%
Cc1nn(-c2ccccc2)c(C)c1C(=O)OCC(=O)NC12CC3CC(CC(C3)C1)C2	-7%	-1%	39%	21	-6%	14%	-18	-13%
OCC1(Cc2ccccc2Cl)CCN(C/C=C/c2ccccc2)CC1	-5%	0%	9%	-78*	-4%	12%	-20	-4%
N#CC1=C2SCN(c3ccccc3)CN2C(=O)CC1c1ccccc1Cl (stereo unspecified)	?	-10%&-6%	30%	12	-9%	-3%	-1	-4%
CC1=C(C(=O)OCc2ccccc2)C(c2ccc(Cl)cc2)NC(=O)N1CCCCCC(=O)O (stereo unspecified)	14%	17%	11%	2	-4%	1%	16	11%
O=C(CC(=O)N/N=C/c1ccc(Cl)cc1Cl)NCc1ccccc1	1%	6%	-7%	0	0%	6%	0	-3%
CCOCCCN(C(=O)c1snc(C(N)=O)c1N)C(C(=O)NC1CCCC1)c1ccc(F)cc1 (stereo unspecified)	-25%	4%	33%	-1	2%	5%	1	-2%
CCOCCCN1CC(C(=O)NCCc2ccccc2)CC1=O (stereo unspecified)	-7%	-4%	-6%	-6	6%	5%	8	9%
CC(C)NC(=O)CCNC(=O)c1ccc(F)cc1	-27%	-3%	4%	14	15%	6%	-1	6%
Cc1noc(C)c1Cn1c(C)c(C(=O)NCc2ccc3c(c2)OCCO3)sc1=O	12%	0%	-6%	3	1%	-6%	1	-15%
CCCCc1n(CC(=O)c2ccc(Cl)cc2)c2ccccc2[n+]1C	-21%[0.397 µM]	1%	15%	1	8%	-5%	-3	-8%
Cc1cccc(N2C(=O)C(O)=C(C(=O)c3cccs3)C2c2ccc(C(C)C)cc2)n1 (stereo unspecified)	28µM*	-27%	19%	-10	-19%	-5%	-9	-20%
O=c1c2cc(Br)ccc2nc2n1CCCCC2	?	-4%	?	20	-3%	5%	-5	-36%[inhibitor]
COC(=O)c1c(-c2ccccc2)c[nH]c1C	7%	4%	-4%	19	-2%	-4%	0	9%
COc1ccc(C(=O)CSc2nc3nn(-c4ccccc4)c(=O)c-3c3n2CCCCC3)c(OC)c1	22%	-2%	3%	0	9%	2%	2	7%
Cc1cccn2c(=O)c(C=O)c(N3CCN(C)CC3)nc12	-14%	-4%	7%	-20	-3%	12%	-5	7%
COc1cc(OC)c(NC(=O)C2CCCN(c3ncnc4c3nc3n4CCCCC3)C2)cc1Cl (stereo unspecified)	11%	·	3%	·	·	·	-18	-7%
Cc1cc(NC(=O)C2C3C(=O)N(CCC(C)C)C(C(=O)NCc4ccccc4)C34C=CC2(C)O4)no1 (stereo unspecified)	-3%	-1%	19%	13	5%	6%	-1	1%
C/C(=N\NC(=O)c1n[nH]c2c1CCC2)c1cccs1	-10%	-3%	-7%	8	-17%	4%	-3	7%
Cc1ccc(C2c3[nH]c4ccccc4c3C[C@H]3C(=O)N(c4ccccc4C(=O)NCCCN4CCOCC4)C(=O)N23)cc1 (stereo partly specified)	-10%	3%	?	0	7%	1%	-4	-14%
CCc1ccc(NC(=O)C2CCCN(S(=O)(=O)c3c(C)noc3/C=C/N(C)C)C2)cc1 (stereo unspecified)	12%	·	31%	·	·	·	1	6%
COc1cc(Cl)c(C)cc1NC(=O)Cn1c2ncccc2c(=O)n1-c1ccccc1	0%	·	-9%	·	·	·	4	0%
CCOC(=O)N1CCN(C(=O)c2cc3c(=O)n4ccccc4nc3s2)CC1	10%	-6%	·	33	2%	-3%	2	0%
Further results:
SMILES	TDP43 rescue	aSyn yeast inh	FUS suppressor	DRD3 antagonist	EPAC2 antag	EPAC2 ag	DRD3 agonist	Abeta yeast res
COc1ccc(CCNC(=O)Cn2c(=O)cc(C(F)(F)F)c3c(C)nn(C)c32)c(OC)c1	11%	·	0%	·	·	·	9	-14%
CCN1CCc2c(sc(-n3cccc3)c2C(C)NC(=O)Nc2ccccc2C)C1 (stereo unspecified)	8%	·	33%	·	·	·	-20	-28%
COc1cccc2c1OCC(C(=O)NCc1ccc(Cl)cc1Cl)=C2	?	12%	27%	3	-6%[57.1 µM]	20%	-3	7%
CCOc1ccc(NC(=O)COC(=O)Cc2ccsc2)cc1	14%	-2%	·	0	-2%	-2%	7	4%
COc1ccc(CNC(=O)CCS(=O)(=O)c2ccc3c(c2)CCN3C(C)=O)cc1	-2%	-1%	-29%	9	-3%	-1%	0	14%
CCC(Sc1nc2ccccc2c2nc(CCc3c(C)n[nH]c3C)nn12)C(=O)Nc1ccccc1F (stereo unspecified)	21%	·	-2%	·	·	·	-2	-1%
Cc1ccc(NC(=O)N2CCCC2C(=O)NCc2ccccc2Cl)cc1 (stereo unspecified)	4%	-3%	-8%	2	-3%	-12%	9	-8%
S=c1[nH]nc(-c2n[nH]c3c2CCC3)n1/N=C/C=C/c1ccco1	9%	-10%	29%	?	-8%	7%	-13	2%
CCCCNC(=O)CC1N=C2c3ccccc3N=C(SCC(=O)Nc3cccc(C)c3)N2C1=O (stereo unspecified)	4%	-2%	?	-5	18%	1%	-1	5%
O=C(CCNC(=O)c1ccccc1Cl)Nc1cccc(S(=O)(=O)N2CCOCC2)c1	4%	-2%	-28%	6	1%	7%	2	4%

Compound profiles, as listed above.
S=c1[nH]nc(-c2n[nH]c3c2CCC3)n1/N=C/C=C/c1ccco1 across the screens: TDP43 rescue: 9%; aSyn yeast inh: -10%; FUS suppressor: 29%; DRD3 antagonist: ?; EPAC2 antag: -8%; EPAC2 ag: 7%; DRD3 agonist: -13; Abeta yeast res: 2%
COc1ccc(CCNC(=O)Cn2c(=O)cc(C(F)(F)F)c3c(C)nn(C)c32)c(OC)c1 across the screens: TDP43 rescue: 11%; aSyn yeast inh: ·; FUS suppressor: 0%; DRD3 antagonist: ·; EPAC2 antag: ·; EPAC2 ag: ·; DRD3 agonist: 9; Abeta yeast res: -14%

Screening data from PubChem BioAssay.
